Screening results (PubChem)
CDK5 inh – blocks human CDK5/p35 kinase activity. Recombinant CDK5/p35, ADP-Glo luminescence, 60 min. inhibition, % at 10 µM. 330,000 compounds, 0.01% hits;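 active means highest replicate inhibition of at least 50% and at least 75% of replicates reaching 50%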;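 further: plate controls were DMSO neutral control for no effect and GW8510 at 10 µM for full effect; many of its hits are not listed in these tables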
PvdQ inh – blocks Pseudomonas aeruginosa PvdQ acylase activity. purified PvdQ acylase, fluorescence plate reader. inhibition, % at 10 µM. 340,000 compounds, 0.063% hits. AID 488965; in the data active means inhibition above about 30%, passing the limit was not always enough;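 further: 0% = vehicle neutral wells and 100% = reference inhibitor wells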
MITF act – increases MITF-driven TRPM1 promoter luciferase signal | AID 588334 | 300,000 compounds, 0.75% hits | activation, % at 12.5 µM | SK-MEL-5 TRPM1-promoter luciferase, 24 h; % of positive control, neutral wells = 0;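 active means mean activation of at least 80% with every replicate also reaching 80%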;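 further: 0% = neutral control wells and 100% = parthenolide positive control wells; values of inactives mirror those of a sister screen read the other way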
HTR5A ag ctr – HTR5A agonism, opioid heterodimer counter-screen | P47898 | HTR5A agonist assay, luminescence, cell-based | activation, % at 9.3 µM | 340,000 compounds, 0.61% hits | AID 504692; in the data active means activation mostly above about 9.5%, no sharp cut-off; inactive means mostly below about 7.6%;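 further: 0% = cells with vehicle only and 100% = reference agonist; strong numbers were not always called active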
Target sequence (P47898 whole entry, looked up): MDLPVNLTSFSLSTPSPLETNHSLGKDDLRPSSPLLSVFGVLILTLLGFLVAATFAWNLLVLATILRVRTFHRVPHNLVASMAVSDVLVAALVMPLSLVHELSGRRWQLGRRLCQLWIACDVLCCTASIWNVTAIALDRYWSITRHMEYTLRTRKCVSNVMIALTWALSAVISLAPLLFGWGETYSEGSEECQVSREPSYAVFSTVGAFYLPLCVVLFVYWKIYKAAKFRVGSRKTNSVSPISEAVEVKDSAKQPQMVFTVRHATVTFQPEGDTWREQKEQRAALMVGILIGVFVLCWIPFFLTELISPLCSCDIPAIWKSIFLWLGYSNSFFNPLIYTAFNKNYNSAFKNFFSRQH
SR-BI HDL uptake – mouse SR-BI HDL lipid transfer inhibition. Q61009. 320,000 compounds, 0.96% hits. ldlA[mSR-BI] CHO cells, DiI-HDL uptake fluorescence, 3 h. inhibition, % at 12.5 µM;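 active means mean replicate inhibition of at least 70% and a set share of replicates each scoring 70 or more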;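 further: 0% = median of neutral control wells and 100% = median of positive control wells; values of inactives mirror those of a sister screen read the other way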
dFosB activator – enhances mouse delta FosB homodimer DNA binding; P13346; purified delta FosB, TAMRA-CDK5 oligo fluorescence polarization; percent of positive-control signal above neutral wells; activation, % at 25 µM; 340,000 compounds, 0.99% hits;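 active means mean activation above about 17%, with every replicate also reaching it, limit read from the data, passing the limit was not always enough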;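 further: fluorescence polarization rise as delta FosB binds a TAMRA Cdk5 AP-1 oligo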
Target sequence (P13346 whole entry, looked up): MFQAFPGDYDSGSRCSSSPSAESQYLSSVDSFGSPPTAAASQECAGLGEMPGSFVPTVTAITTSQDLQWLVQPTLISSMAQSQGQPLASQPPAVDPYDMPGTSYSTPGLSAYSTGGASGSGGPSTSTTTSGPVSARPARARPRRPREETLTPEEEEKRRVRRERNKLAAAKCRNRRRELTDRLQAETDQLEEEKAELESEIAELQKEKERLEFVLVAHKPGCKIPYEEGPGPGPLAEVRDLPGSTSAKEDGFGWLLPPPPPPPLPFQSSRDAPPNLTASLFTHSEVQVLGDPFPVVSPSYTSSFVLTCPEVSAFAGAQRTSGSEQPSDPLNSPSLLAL
cardiac RTF act – increases calcium sensitivity of human cardiac regulated thin filaments; IANBD-labeled TnC RTF fluorescence at EC20 calcium; 0% EC20 calcium, 100% full calcium; activation, % at 7.2 µM; 340,000 compounds, 0.24% hits;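 active means activation above the mean over all tested compounds plus 3 SD, cut at about 30% in these data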;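 further: rise in fluorescence read as greater calcium sensitivity of cardiac thin filaments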
Wnt act – activates Wnt/beta-catenin signaling in a reporter cell assay | activation, % at 9.35 µM | activator, plate reader | AID 743398 | 300,000 compounds, 1.2% hits; in the data active means activation above about 30%, passing the limit was not always enough;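 further: 0% = neutral control wells and 100% = positive control wells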
Rtt109 Vps75 – C. albicans Rtt109 histone acetyltransferase inhibition; purified Rtt109/Vps75, ThioGlo CoA-SH fluorescence, 4 h; 330,000 compounds, 0.16% hits; Q5AAJ8; inhibition, % at 34.9 µM; AID 540336;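 active means inhibition of at least 50% in every replicate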
Target sequence (Q5AAJ8 whole entry, looked up): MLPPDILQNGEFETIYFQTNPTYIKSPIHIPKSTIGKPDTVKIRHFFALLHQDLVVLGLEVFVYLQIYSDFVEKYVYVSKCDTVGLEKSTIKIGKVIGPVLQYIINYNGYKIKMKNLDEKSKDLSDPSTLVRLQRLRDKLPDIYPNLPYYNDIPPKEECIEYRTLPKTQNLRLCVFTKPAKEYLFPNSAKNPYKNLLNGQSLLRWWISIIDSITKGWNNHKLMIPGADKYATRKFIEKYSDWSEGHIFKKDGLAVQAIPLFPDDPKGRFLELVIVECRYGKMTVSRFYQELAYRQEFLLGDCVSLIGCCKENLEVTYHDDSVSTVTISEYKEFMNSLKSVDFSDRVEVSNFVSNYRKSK
SR-BI DiI-HDL act – enhances SR-BI lipid uptake from DiI-HDL; 320,000 compounds, 0.096% hits; CHO ldlA[mSR-BI] cells, DiI-HDL uptake fluorescence, 3 h; 100 = double the neutral-control signal; activation, % at 12.5 µM;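 active means mean replicate activation of at least 60% and every replicate at or above 60%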;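 further: 0% = median plate neutral-control signal and 100% = twice that signal; values of inactives mirror those of a sister screen read the other way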
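System: CHO ldlA[mSR-BI] cells / Medium: HEPES-buffered (25 mM, pH 7.4) F12 plus 0.5% BSA / Probe or stimulus: labelled HDL, 10 µg/mL / Doses: single compound concentration, delivered by pin transfer / Schedule: 3 h, 37 °C / Measured by: DiI fluorescence, bottom read / Measure: cell-associated DiI fluorescence as measure of HDL uptake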
Numbers without * were called inactive; nt = no result given.

SMILES	CDK5 inh	PvdQ inh	MITF act	HTR5A ag ctr	SR-BI HDL uptake	dFosB activator	cardiac RTF act	Wnt act	Rtt109 Vps75	SR-BI DiI-HDL act
Cc1ccc(-n2ncc3c2CC(C)(C)CC3NC(=O)CCc2cccnc2)cc1 (stereo unspecified)	1.4	2.5	-6.1	-5.0	6.4	-1.8	0.5	0.0	-3.3	-6.4
COc1ccc(C(=O)N/N=C\C(C)=C\c2ccccc2)cc1OC	0.3	-7.8	23.9	3.8	68.2	-16.8	5.0	0.0	18.7	-68.2
Cc1ccc(S(=O)(=O)N2CCN(C(=O)NCc3ccc(F)cc3)CC2)c(C)c1	0.4	-12.8	-8.0	3.2	33.5	-2.8	1.1	-1.8	-7.7	-33.5
Cc1ccc(C2N(c3ccc(Cl)c(Cl)c3)C(=O)C3CCCN32)o1 (stereo unspecified)	-0.1	4.0	10.6	-5.5	-2.8	-12.6	7.0	2.2	-6.3	2.8
COc1ccccc1NS(=O)(=O)c1cccc(C(=O)N/N=C2\CC(=O)CC(C)(C)C2)c1	1.1	11.1	-2.8	6.0	18.6	-10.3	2.8	-0.9	1.6	-18.6
CCCCN(C)C/C(O)=C(\C#N)c1nc(-c2ccccc2)cs1	0.7	11.3	nt	-0.6	7.6	0.2	4.6	nt	10.4	-7.6
CNc1ccc(Cl)cc1C(N)=O	-0.1	-3.1	1.3	-1.7	-6.9	-6.9	6.8	0.4	-56.9	6.9
Cc1ccc(C(C)C)c(OCC(=O)NS(=O)(=O)c2ccc(Cl)cc2)c1	0.1	-3.1	-10.2	-0.6	-19.4	-2.7	2.5	-0.4	8.8	19.4
CCOc1ccc(CNC(=O)CCC(=O)N2CCSc3ccccc32)cc1	0.8	2.1	10.8	-4.0	5.4	-9.8	4.3	-0.3	12.5	-5.4
Cc1cnc(NC(=O)CCNC(=O)c2ccc([N+](=O)[O-])cc2)s1	1.0	-5.9	-11.6	0.0	5.3	-0.1	-0.2	-0.1	nt	-5.3
CS(=O)(=O)N(CC(=O)NCc1ccncc1)C1CCCCC1	-0.3	2.4	0.0	3.8	-3.0	1.5	9.2	0.3	-2.7	3.0
Nc1ncnc2c1ncn2[C@@H]1O[C@H](CNC(=O)[C@@H]2CCN2)[C@@H](O)[C@H]1O	-3.6	-16.5	-1.5	1.8	-8.1	1.1	-6.7	-0.9	1.3	8.1
Cc1ccc(OC(C)C(=O)Nc2ccc(S(=O)(=O)Nc3nccs3)cc2)cc1 (stereo unspecified)	0.4	-2.3	2.9	-0.1	-6.9	-4.1	1.6	0.5	9.8	6.9
CCO/C=C/C(O)(CNC(=O)c1ccc(C(C)(C)C)cc1)C(F)(F)F (stereo unspecified)	-1.0	10.2	1.6	-1.7	13.8	0.4	0.2	-3.3	-7.9	-13.8
COCc1ccc(C(=O)N2CCCC(N(C)Cc3ccccc3)C2)s1 (stereo unspecified)	-0.7	-4.2	-7.2	-0.1	-13.8	-13.6	0.3	4.4	-0.9	13.8
CSc1nsc2nc(=O)c(/C=C3\C(C)=Nc4ccc(C)cc43)c(N)n12	-0.7	-2.7	-0.7	2.7	25.5	10.5	9.2	2.2	-8.6	-25.5
O=C(CN1CCN(CC(=O)Nc2ccccn2)CC1)Nc1ccccn1	0.4	-3.5	-4.2	-2.2	18.1	6.4	6.5	nt	7.6	-18.1
COC(=O)c1ccccc1NC(=O)c1ccc(COc2cc(C)cc(C)c2)o1	0.4	-8.7	8.1	9.3	28.6	-5.5	7.6	0.8	-8.8	-28.6
Cc1cc(NC(=O)c2cc(-c3ccccn3)nc3ccc(Br)cc23)no1	-1.3	4.7	-51.0	1.4	28.8	57.8*	0.9	0.9	-3.2	nt
COc1cc2c(cc1OC)CN(C(=O)COc1ccccc1C#N)CC2	-0.8	-17.0	10.3	-2.1	14.7	-13.3	5.3	2.1	8.0	-14.7
COc1ccc(-c2cc(C(=O)N(C)Cc3ccccc3)c3ccccc3n2)cc1	0.9	-9.2	20.0	-2.2	55.7	-9.4	-2.8	0.9	-0.5	-55.7
COc1cc(/C=N/N=C(/C(=O)c2ccccc2)c2ccccc2)cc(OC)c1O	-2.2	-7.5	0.1	-7.2	20.2	-12.8	-9.9	-6.5	2.4	-20.2
O=C(C1CCCN(S(=O)(=O)c2ccccc2)C1)N1CCN(c2ccccc2)CC1 (stereo unspecified)	-1.0	-2.0	-9.3	7.1	-10.9	-5.7	-6.1	-0.4	4.3	10.9
COc1cccc(CC2(CO)CCCN(S(=O)(=O)N(C)C)C2)c1 (stereo unspecified)	-1.7	-8.1	-2.0	4.2	-26.9	-7.6	1.6	-0.9	-7.2	26.9
CC1N(C(=O)N(C)C)CCN1S(=O)(=O)c1ccccc1 (stereo unspecified)	1.1	-4.9	-4.5	-3.0	nt	7.6	-1.3	0.4	-2.5	nt

Arranged by length of the SMILES (falling): three of the compounds above.
SMILES	CDK5 inh	PvdQ inh	MITF act	HTR5A ag ctr	SR-BI HDL uptake	dFosB activator	cardiac RTF act	Wnt act	Rtt109 Vps75	SR-BI DiI-HDL act
CSc1nsc2nc(=O)c(/C=C3\C(C)=Nc4ccc(C)cc43)c(N)n12	-0.7	-2.7	-0.7	2.7	25.5	10.5	9.2	2.2	-8.6	-25.5
Cc1ccc(C(C)C)c(OCC(=O)NS(=O)(=O)c2ccc(Cl)cc2)c1	0.1	-3.1	-10.2	-0.6	-19.4	-2.7	2.5	-0.4	8.8	19.4
Cc1cc(NC(=O)c2cc(-c3ccccn3)nc3ccc(Br)cc23)no1	-1.3	4.7	-51.0	1.4	28.8	57.8*	0.9	0.9	-3.2	nt

Continued.
SMILES	CDK5 inh	PvdQ inh	MITF act	HTR5A ag ctr	SR-BI HDL uptake	dFosB activator	cardiac RTF act	Wnt act	Rtt109 Vps75	SR-BI DiI-HDL act
CCC(CC)C(=O)c1c[nH]c(C(=O)NCc2cccnc2)c1	0.4	7.9	-9.7	-1.7	-24.4	1.3	-0.5	-1.4	-1.4	24.4
COC(=O)c1[nH]c(C)c(/C(O)=C2\C(=O)C(=O)N(CCN3CCOCC3)C2c2cccs2)c1C (stereo unspecified)	1.2	-6.4	3.9	-2.5	-8.0	-9.1	1.8	nt	3.5	8.0
O=C(Nc1ccc(N2CCN(Cc3ccccc3)CC2)cc1)c1ccccc1[N+](=O)[O-]	0.7	-10.0	24.1	4.5	20.1	-8.8	2.9	-0.8	-3.7	-20.1
CCOc1ccc(NS(=O)(=O)c2ccc(NC(=O)C3CC3)cc2)cc1	-1.2	-23.7	4.9	3.8	-7.6	3.8	-4.0	-0.6	0.7	7.6
O=C(Nc1nnc(C2CC2)s1)C1Cc2ccccc2CN1C(=O)c1ccco1 (stereo unspecified)	1.6	-2.6	-13.1	4.3	-5.5	-10.6	3.0	-10.7	41.6	5.5
COC(=O)c1ccc(N2CCN(C)CC2)c(NC(=O)c2ccc(-c3ccc(Cl)cc3)o2)c1	1.4	3.6	-9.9	-0.3	-2.5	8.2	2.3	nt	-6.6	2.5
C=CCn1c(=O)c2ccc(C(=O)NCc3ccccc3)cc2n(Cc2cccc(Cl)c2)c1=O	-0.7	2.8	-5.5	10.0	9.2	41.6*	5.9	-2.8	3.9	-9.2
COCCCNc1nnc(Cc2ccc(Cl)cc2)c(=O)[nH]1	-1.0	-8.2	-9.7	4.7	-7.4	-3.5	5.0	-3.2	-11.9	7.4
CSC(=NC#N)N1CCN(c2ccc(Cl)cc2)CC1	-3.3	-8.5	nt	-0.3	-17.0	9.3	-4.3	nt	-8.8	17.0
CC(C)(O)c1[nH]c2ccc(C(F)(F)F)cc2c1C(C)(C)O	-0.9	0.0	4.2	6.6	11.6	2.6	-5.5	-23.3	8.9	-11.7
COc1ccc(NCc2nnc(SCC(=O)Nc3ccccc3)n2C)cc1	-1.3	-1.2	2.6	6.7	-18.5	2.0	-4.5	-2.9	nt	18.5
O=C(COC(=O)c1nc(Cl)ccc1Cl)Nc1ccc2c(c1)OCO2	-0.1	-6.3	1.6	11.0	7.4	6.1	-2.7	0.1	-2.7	-7.4
CSCCC(NC(=O)/C(=C/c1ccc(F)cc1)NC(C)=O)C(=O)O (stereo unspecified)	-0.8	-8.5	2.8	4.7	-7.4	1.6	0.8	0.0	-3.7	7.4
Oc1ccc(/C(Cc2ccccn2)=N\Nc2ccccc2)c(O)c1	1.6	2.7	0.0	-1.8	37.2	-8.0	-4.2	7.5	3.7	-37.2
O=C(CSc1ccc2nnc(-c3ccc(F)cc3)n2n1)NCc1ccco1	-1.2	3.1	-4.6	-6.0	-22.1	-8.6	-0.6	nt	nt	22.1
CCCCNC(=S)NCc1ccc2[nH]c3c(c2c1)CCCC3	0.2	-11.4	nt	6.9	-8.5	9.5	-1.2	-2.3	-5.9	8.5
COc1ccc(C2CC(c3ccc(Cl)c(Cl)c3)Nc3nc(N)nn32)cc1 (stereo unspecified)	-0.1	-5.3	25.3	2.8	-12.9	-9.0	4.1	-2.6	0.3	12.9
CCN1C[C@@H]2[C@@H]3C(=O)N(C)C(=O)[C@@H]3[C@](C)(C1=O)N2C(=O)c1ccc(Cl)c(Cl)c1	-1.2	-7.4	13.5	1.1	-10.3	-2.1	7.3	-2.4	-22.1	10.3
COc1ccc(C(=O)NCC(=O)N/N=C(\C)c2ccco2)cc1OC	2.4	7.1	nt	3.5	-2.7	-9.0	-1.7	0.6	1.6	2.7
Cc1ccc(NC(=S)N2CCN(S(=O)(=O)c3ccc(F)cc3)CC2)cc1	0.2	-1.4	-3.6	3.2	-6.4	-5.9	1.1	3.0	-6.0	6.4
CCn1c(CCc2nc3ccccc3[nH]2)n[nH]c1=S	0.7	-1.2	-1.7	-4.7	-9.8	-6.3	-7.8	-0.3	-5.9	9.8
O=C(/C(=C/c1ccc(Cl)cc1)c1nc2ccccc2[nH]1)c1cccs1	-0.5	11.7	-94.7	-1.2	14.8	-7.9	-4.7	nt	-8.9	-14.8
COc1ccc(-n2nc3c(c2NC(=O)CCl)CSC3)cc1	nt	-1.1	5.2	-2.5	10.5	-4.7	-4.5	-1.3	-7.7	-10.5
O=C(O)c1ccc(Nc2nc3ccccc3nc2NS(=O)(=O)c2ccc(F)cc2)cc1	-2.7	-26.3	-5.8	4.1	4.8	-10.3	-1.0	-0.6	3.0	-4.8
CCN1C(=S)N[C@@H](c2cccc(F)c2)C(C(=O)OC)=C1C	-1.0	-3.9	-2.7	0.5	8.0	2.3	-0.9	-1.1	2.2	-8.0
CCOC(=O)c1[nH]c(C)c(C(=O)N2CCN(c3ccc(OC)cc3)CC2)c1C	0.9	-10.9	-2.2	-5.2	-9.7	0.1	-4.7	-2.4	-4.4	9.7
CCOC(=O)C(NC(=O)c1ccccc1)(OCc1ccc(F)cc1)C(F)(F)F (stereo unspecified)	1.3	-13.9	-3.7	3.5	-7.1	-9.7	-4.1	-0.9	-5.4	7.1
CCC1Oc2ccc(C)cc2N(CC(=O)NCCN2CCCCCC2)C1=O (stereo unspecified)	1.2	-6.8	15.3	-2.7	3.8	-2.7	-0.5	-1.3	6.2	-3.8
COc1ccc(Cn2nnnc2CN(CCCN2CCOCC2)Cc2cc3cc(OC)ccc3[nH]c2=O)cc1	1.6	-4.1	12.3	6.1	-26.6	-5.1	-2.3	1.4	-0.6	26.6
O=C(CCc1ccccc1)N1N=C(c2ccncc2)CC1(O)C(F)(F)F (stereo unspecified)	-0.1	-9.7	-0.8	4.2	0.1	-8.8	-7.3	-1.7	-7.1	-0.1

Outcome played no part in choosing rows; about 4.4% have a hit in one of these screens.
